Screens: PubChem, several laboratories
SR-BI DiI-HDL act = SR-BI HDL lipid transfer activation | 0.096% of 320,000 active | CHO ldlA[mSR-BI] cells, DiI-HDL uptake fluorescence, 3 h; 100 = double the neutral-control signal | activation, % at 12.5 µM;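 active = mean replicate activation of at least 60% and every replicate at or above 60%; inconclusive = mean or all-replicate condition met, but not both; inactive = mean below 60% and not all replicates reaching 60%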;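 also: 0% = median plate neutral-control signal and 100% = twice that signal; values of inactives mirror those of a sister screen read the other way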
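Test system: SR-BI-overexpressing, LDLR-lacking CHO cells; Medium: Ham's F12 with 0.5% BSA, HEPES 25 mM, pH 7.4; Schedule: 3 h, 37 °C; Technique: bottom-read fluorescence, 550/595 nm.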
Mot1-301 SUMO = inhibitors of SUMOylation pathway: yeast Mot1-301 growth rescue. S. cerevisiae Mot1-301 growth rescue, ATP luminescence, 38.5C; percent above DMSO median, 100 means doubled. growth rescue, % at 18.8 µM. 1% of 320,000 active;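 active = every valid replicate shows activation above 250% relative to neutral control wells; inactive = the rest, any valid replicate at or below 250%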;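 also: OY570 slx delta 5 strain wells were the positive control but not used for scaling; some compounds called inactive have numbers as strong as hits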
Arr AP2 block = blocks beta-arrestin peptide binding to AP2 adaptin; FITC-arrestin peptide / GST-AP2 beads, flow cytometry; AP2 beta2 appendage carries R879A mutation; inhibition, % at 10 µM; 0.31% of 340,000 active;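 active = inhibition above a set limit, near 3 SD of compounds lacking own fluorescence, cut at about 54% in these data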;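 also: plate controls were DMSO wells for no effect and 5 µM unlabelled arrestin peptide for full effect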
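System: GST-AP2 R879A glutathione beads. Medium: PBS with 0.05% Tween 20 and 0.1% BSA. Also added: FITC-arrestin peptide, 50 nM. Incubation: 12 min plus 1 h, RT. Measured by: high-throughput flow cytometry of beads, ex 488, em 535 nm. Evaluation: percent drop in bead-associated FITC signal.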
CDK5 inh = blocks human CDK5/p35 kinase activity; Q00535+Q15078; Recombinant CDK5/p35, ADP-Glo luminescence, 60 min; inhibition, % at 10 µM; 0.01% of 330,000 active; AID 488839;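 active = highest replicate inhibition of at least 50% and at least 75% of replicates reaching 50%; inconclusive = only one of the two criteria met; inactive = both criteria failed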;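 also: plate controls were DMSO neutral control for no effect and GW8510 at 10 µM for full effect; many of its hits are not listed in these tables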
PKA-R1A activ = activates the PKA-R1A holoenzyme complex | PKA-R1A dissociation, Cy5-IP20 fluorescence polarization; scaled: DMSO 0%, 113 µM cGMP 100% | activation, % at 11.4 µM | 0.083% of 340,000 active;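 active = percent activation above the mean of all tested compounds plus 3 SD, cut at about 19% in these data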;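 also: higher means more PKAc released from R1A so a rise in polarization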
DSG3 Ab inh = inhibitors of pemphigus antibody binding to human desmoglein-3; P32926; DSG3-coupled beads, scFv-anti-DSG3-GFP binding, flow cytometry; stronger effect = lower value; binding (percent of control), % at 10 µM; 0.48% of 310,000 active; AID 588358;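 active = binding more than 3 SD below its plate's average and above zero; inconclusive = below that plate limit but binding exactly zero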;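 also: hits lower antibody fragment binding to DSG3; some compounds called inactive have numbers as strong as hits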
Target sequence (P32926 whole entry, looked up, the tested form may be a part): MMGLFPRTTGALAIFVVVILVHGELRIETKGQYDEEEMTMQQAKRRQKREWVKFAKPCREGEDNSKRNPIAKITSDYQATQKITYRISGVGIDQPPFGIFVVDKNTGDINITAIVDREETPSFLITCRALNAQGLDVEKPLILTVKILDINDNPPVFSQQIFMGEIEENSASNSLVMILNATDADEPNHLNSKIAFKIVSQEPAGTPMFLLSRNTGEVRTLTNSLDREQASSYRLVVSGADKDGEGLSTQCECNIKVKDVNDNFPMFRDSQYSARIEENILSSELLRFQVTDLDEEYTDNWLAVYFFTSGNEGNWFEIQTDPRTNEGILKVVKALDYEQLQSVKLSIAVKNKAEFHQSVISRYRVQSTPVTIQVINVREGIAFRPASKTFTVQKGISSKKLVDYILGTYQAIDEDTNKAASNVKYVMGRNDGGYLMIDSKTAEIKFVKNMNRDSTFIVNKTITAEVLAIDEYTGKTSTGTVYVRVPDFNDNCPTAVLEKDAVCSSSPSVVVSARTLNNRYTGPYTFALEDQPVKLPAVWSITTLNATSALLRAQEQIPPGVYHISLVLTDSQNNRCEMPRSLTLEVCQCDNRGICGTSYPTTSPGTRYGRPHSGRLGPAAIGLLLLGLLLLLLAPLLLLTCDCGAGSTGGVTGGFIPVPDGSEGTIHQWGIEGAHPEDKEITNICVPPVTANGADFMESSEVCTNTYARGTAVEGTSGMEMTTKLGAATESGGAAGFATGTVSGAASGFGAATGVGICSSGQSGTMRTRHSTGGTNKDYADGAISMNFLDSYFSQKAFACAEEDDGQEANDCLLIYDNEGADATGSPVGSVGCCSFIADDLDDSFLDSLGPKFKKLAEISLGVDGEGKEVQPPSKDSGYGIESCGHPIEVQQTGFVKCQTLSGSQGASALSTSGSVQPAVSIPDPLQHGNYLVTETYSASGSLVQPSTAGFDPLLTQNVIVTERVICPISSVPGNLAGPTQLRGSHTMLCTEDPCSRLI
SR-BI DiI inh = blocks mouse SR-BI lipid uptake from DiI-HDL | Q61009 | ldlA[mSR-BI] CHO cells, DiI-HDL uptake fluorescence, 3 h | inhibition, % at 12.5 µM | 0.96% of 320,000 active | AID 488896;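 active = mean replicate inhibition of at least 70% and a set share of replicates each scoring 70 or more; inconclusive = meets just one of the two criteria; inactive = fails both criteria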;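 also: 0% = median of neutral control wells and 100% = median of positive control wells; values of inactives mirror those of a sister screen read the other way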
dFosB act = activators of mouse delta FosB homodimer; P13346; activation, % at 25 µM; 0.99% of 340,000 active; purified delta FosB, TAMRA-CDK5 oligo fluorescence polarization; percent of positive-control signal above neutral wells;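 active = mean activation above about 17%, with every replicate also reaching it, limit read from the data, passing the limit was not always enough; inconclusive = only one of the two conditions met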;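 also: fluorescence polarization rise as delta FosB binds a TAMRA Cdk5 AP-1 oligo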
NSD2 inh = inhibitors of human histone methyltransferase NSD2. O96028. NSD2 peptide methylation, AlphaScreen, 120 min. inhibition, % at 12.5 µM. 0.54% of 310,000 active. AID 743445; in the data active = inhibition above about 50%
MITF act = increases MITF-driven TRPM1 promoter luciferase signal; SK-MEL-5 TRPM1-promoter luciferase, 24 h; % of positive control, neutral wells = 0; 0.75% of 300,000 active; activation, % at 12.5 µM;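 active = mean activation of at least 80% with every replicate also reaching 80%; inconclusive = mean reaches 80% but some replicate falls short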;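 also: 0% = neutral control wells and 100% = parthenolide positive control wells; values of inactives mirror those of a sister screen read the other way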
PKA-R2B act = PKA-R2B complex activation; 0.079% of 340,000 active; activation, % at 11.4 µM; PKA-R2B holoenzyme dissociation, Cy5-IP20 fluorescence polarization; R2B truncated from residue 108, S112A mutant; 0% DMSO only, 100% 113 µM cGMP; P22694+P31323;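 active = activation above a cutoff set at the mean over all compounds plus 3 SD, cut at about 18% in these data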;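 also: higher means more holoenzyme dissociation and a rise in polarization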
* marks the source's active call; other numbers are inactive results.

For COc1ccc(NC(=O)CC2Nc3cccc4cccc(c34)NC2=O)cc1 (stereo not drawn) the results were SR-BI DiI-HDL act -15.9, Arr AP2 block -25.2, CDK5 inh -2.5, PKA-R1A activ -19.5, DSG3 Ab inh 102.8, SR-BI DiI inh 15.9, dFosB act -11.2, NSD2 inh 37.3, MITF act -8.8 and PKA-R2B act -1.5.
Screening COc1ccc(NC(=O)CCC(=O)c2cccs2)c(OC)c1 returned Mot1-301 SUMO 40.7, Arr AP2 block 23.0, CDK5 inh -1.0, PKA-R1A activ 5.5, DSG3 Ab inh 102.1, dFosB act -3.9, MITF act 20.2 and PKA-R2B act 1.7.
Screening CCOc1ccc(S(=O)(=O)N2CCC(C(=O)OCc3cccc(OC)c3OC)CC2)cc1 returned SR-BI DiI-HDL act 15.2, Mot1-301 SUMO -6.8, Arr AP2 block 1.6, CDK5 inh 0.4, PKA-R1A activ 0.1, SR-BI DiI inh -15.2, dFosB act -5.5, NSD2 inh 0.7, MITF act 2.7 and PKA-R2B act -5.7.
`COc1ccc(NC(=O)[C@@]2(CC(=O)O)CC(/C=C/c3ccccc3)=NO2)cc1` gave SR-BI DiI-HDL act -15.8, Mot1-301 SUMO 345.8, Arr AP2 block 15.1, CDK5 inh -0.7, PKA-R1A activ -1.6, DSG3 Ab inh 107.5, SR-BI DiI inh 15.8, dFosB act -3.5, NSD2 inh -1.6, MITF act -0.2 and PKA-R2B act -9.0.
O=c1nc2n(c3ccc(Br)cc13)CCS2 was read as SR-BI DiI-HDL act 32.9, Mot1-301 SUMO -14.6, Arr AP2 block -5.8, CDK5 inh -0.3, PKA-R1A activ -9.5, DSG3 Ab inh 99.7, SR-BI DiI inh -32.9, dFosB act -12.2, NSD2 inh -1.1 and PKA-R2B act 2.5.
Screening CCCCC(=O)OCC(=O)c1cc(C)n(-c2c(C)n(C)n(-c3ccccc3)c2=O)c1C returned SR-BI DiI-HDL act 0.3, Mot1-301 SUMO 2.0, Arr AP2 block 1.2, CDK5 inh -3.1, PKA-R1A activ 2.9, DSG3 Ab inh 100.5, SR-BI DiI inh -0.3, dFosB act -3.9, NSD2 inh 0.2, MITF act -2.1 and PKA-R2B act -9.9.
For CCC(=NC(C)c1ccccc1)c1c(O)n(C)c(=O)n(C)c1=O (stereo not drawn) the results were SR-BI DiI-HDL act inconclusive, Mot1-301 SUMO -4.9, Arr AP2 block 24.8, CDK5 inh -0.2, PKA-R1A activ -4.8, DSG3 Ab inh 102.5, SR-BI DiI inh -61.6, dFosB act -7.2, NSD2 inh 1.5, MITF act -1.3 and PKA-R2B act -6.5.
For CNc1nc(N)c(C(=O)C23CC4CC(CC(C4)C2)C3)s1 the results were SR-BI DiI-HDL act 0.1, Mot1-301 SUMO 1.4, Arr AP2 block 8.0, CDK5 inh -7.1, DSG3 Ab inh 110.3, SR-BI DiI inh -0.1, dFosB act -4.5, NSD2 inh 1.6 and MITF act 5.6.
`CCOC(=O)c1cnc(SC)nc1Oc1cccc(NS(=O)(=O)c2ccc(F)cc2)c1` gave SR-BI DiI-HDL act -60.8, Mot1-301 SUMO -3.1, Arr AP2 block 1.8, CDK5 inh -3.8, PKA-R1A activ 8.4, DSG3 Ab inh 104.7, SR-BI DiI inh 60.8, dFosB act -1.1, NSD2 inh -0.9, MITF act 9.9 and PKA-R2B act 0.6.
Screening COc1cc(/C=C(\C#N)C(=O)NCCc2ccccc2)cc(OC)c1O returned SR-BI DiI-HDL act 12.5, Mot1-301 SUMO -0.6, Arr AP2 block -7.8, CDK5 inh -0.1, PKA-R1A activ -8.4, DSG3 Ab inh 109.8, SR-BI DiI inh -12.5, dFosB act -4.3, NSD2 inh 3.8, MITF act -4.1 and PKA-R2B act -1.6.
For Cc1cccc(NC(=O)C(=O)NCC2CCCN2S(=O)(=O)c2ccccc2)c1 (stereo not drawn) the results were SR-BI DiI-HDL act 12.2, Mot1-301 SUMO 79.8, Arr AP2 block -3.2, CDK5 inh -1.2, PKA-R1A activ 4.3, DSG3 Ab inh 108.5, SR-BI DiI inh -12.2, dFosB act -6.2, NSD2 inh 23.4, MITF act 16.5 and PKA-R2B act 0.6.
Screening COCCn1cnnc1SCC(=O)Nc1ccccc1C(=O)Nc1ccc2c(c1)OCO2 returned SR-BI DiI-HDL act 20.1, Mot1-301 SUMO 14.4, Arr AP2 block 0.8, CDK5 inh 0.6, PKA-R1A activ -1.2, SR-BI DiI inh -20.1, dFosB act -0.8, MITF act 12.4 and PKA-R2B act 11.0.
For CC1(C)C2CCC1(CS(=O)(=O)Nc1ccccc1)C(=O)C2 (stereo not drawn) the results were SR-BI DiI-HDL act -3.4, Mot1-301 SUMO 3.2, Arr AP2 block -0.7, CDK5 inh 1.2, PKA-R1A activ -3.7, DSG3 Ab inh 112.8, SR-BI DiI inh 3.4, dFosB act 4.1, NSD2 inh -5.7, MITF act -2.1 and PKA-R2B act -4.0.
`CS(=O)(=O)N1CCCC(C(=O)NCc2ccccn2)C1` (stereo not drawn) gave SR-BI DiI-HDL act -24.3, Mot1-301 SUMO -3.0, Arr AP2 block -6.8, CDK5 inh 0.5, PKA-R1A activ 0.5, DSG3 Ab inh 92.8, SR-BI DiI inh 24.3, dFosB act 4.6, MITF act 0.5 and PKA-R2B act 0.0.
`CC1CCCCN1C(=O)COC(=O)c1ccc(N2CCCC2=O)cc1` (stereo not drawn) gave SR-BI DiI-HDL act 18.3, Mot1-301 SUMO 30.0, Arr AP2 block 8.8, CDK5 inh -1.3, PKA-R1A activ -1.9, DSG3 Ab inh 98.0, SR-BI DiI inh -18.3, dFosB act 1.3, NSD2 inh -1.9, MITF act 16.6 and PKA-R2B act 1.5.
For COC(=O)C1=C(C(=O)OC)[C@@H]2N(C)c3ccccc3[C@@]23C[C@@H](C(=O)OC)N(C(=O)c2ccco2)C3=N1 the results were SR-BI DiI-HDL act 12.6, Mot1-301 SUMO -6.3, Arr AP2 block -2.9, CDK5 inh 1.3, PKA-R1A activ -8.0, DSG3 Ab inh 100.4, SR-BI DiI inh -12.6, dFosB act -4.5, MITF act -11.6 and PKA-R2B act 4.5.
`COc1ccc(CN(C(=O)c2oc3cc(C)c(C)cc3c2C)C2CCS(=O)(=O)C2)cc1OC` (stereo not drawn) gave SR-BI DiI-HDL act -9.9, Mot1-301 SUMO 9.4, Arr AP2 block 34.0, CDK5 inh 0.8, PKA-R1A activ -3.9, DSG3 Ab inh 102.3, SR-BI DiI inh 9.9, dFosB act -1.0, NSD2 inh 0.5, MITF act -0.8 and PKA-R2B act -1.9.
Screening CC(C)(CN1CCCC1)NS(=O)(=O)c1ccccc1 returned SR-BI DiI-HDL act 14.5, Mot1-301 SUMO 44.7, Arr AP2 block -6.3, CDK5 inh -1.5, PKA-R1A activ -1.1, DSG3 Ab inh 102.9, SR-BI DiI inh -14.5, dFosB act 1.2, NSD2 inh 6.3, MITF act -12.7 and PKA-R2B act -1.4.
Brc1ccc(-c2nnc3ccc(N4CCN(c5ccccc5)CC4)nn23)cc1 was read as SR-BI DiI-HDL act -22.1, Mot1-301 SUMO 2.4, Arr AP2 block -5.1, CDK5 inh 0.7, PKA-R1A activ -14.7, DSG3 Ab inh 101.3, SR-BI DiI inh 22.1, dFosB act -0.7 and PKA-R2B act 2.1.
`COc1cc(CN2CCN(Cc3cccc(OC)c3OC)CC2)cc(OC)c1` gave SR-BI DiI-HDL act -9.5, Mot1-301 SUMO -5.0, Arr AP2 block -17.2, CDK5 inh -0.2, PKA-R1A activ -0.5, DSG3 Ab inh 116.3, SR-BI DiI inh 9.5, dFosB act 0.9, NSD2 inh 5.6, MITF act -0.6 and PKA-R2B act -2.4.
Screening CCCCCCCCNc1nc(Cl)nc(NCCN2CCOCC2)n1 returned SR-BI DiI-HDL act -3.6, Mot1-301 SUMO 1.7, Arr AP2 block 6.0, CDK5 inh -3.6, PKA-R1A activ -4.7, DSG3 Ab inh 97.4, SR-BI DiI inh 3.6, dFosB act -3.2, NSD2 inh -4.3, MITF act -14.4 and PKA-R2B act 8.5.
`CCCCCCCCNC(=O)/C(C#N)=C/c1ccc2c(c1)OCCO2` gave SR-BI DiI-HDL act 14.1, Mot1-301 SUMO 18.5, Arr AP2 block 11.7, CDK5 inh 2.2, PKA-R1A activ -5.2, DSG3 Ab inh 106.8, SR-BI DiI inh -14.1, dFosB act -1.8, NSD2 inh -0.4, MITF act 12.4 and PKA-R2B act -8.2.
For Cc1nc2cc(NS(=O)(=O)c3ccccc3)ccc2n1C the results were SR-BI DiI-HDL act 4.4, Mot1-301 SUMO 6.7, Arr AP2 block -14.8, CDK5 inh -8.3, PKA-R1A activ 5.3, DSG3 Ab inh 106.0, SR-BI DiI inh -4.4, dFosB act -0.2, NSD2 inh 1.0, MITF act -9.5 and PKA-R2B act 7.7.
`Cc1ccccc1N(CC(=O)NCc1ccc2c(c1)OCO2)C(=O)C1CSC(=O)C1` (stereo not drawn) gave Mot1-301 SUMO 5.9, Arr AP2 block 10.5, CDK5 inh 1.8, PKA-R1A activ 5.3, DSG3 Ab inh 99.4, dFosB act -10.0, NSD2 inh -0.6, MITF act -0.8 and PKA-R2B act 8.7.
CC(=O)c1ccc(NC(=O)Nc2ccc(NS(=O)(=O)c3ccc(C)cc3)cc2)cc1 was read as SR-BI DiI-HDL act -24.2, Mot1-301 SUMO -15.3, Arr AP2 block -34.2, CDK5 inh -0.5, PKA-R1A activ 0.2, DSG3 Ab inh 93.0, SR-BI DiI inh 24.2, dFosB act 0.3, NSD2 inh -1.3, MITF act -9.2 and PKA-R2B act -8.3.
`CSc1ccc(/C=N/NC(=O)c2cc(O)cc(O)c2)cc1` gave SR-BI DiI-HDL act 8.9, Mot1-301 SUMO 120.9, Arr AP2 block 6.7, CDK5 inh 1.0, PKA-R1A activ -5.3, DSG3 Ab inh 83.7, SR-BI DiI inh -8.9, dFosB act 7.8, NSD2 inh 1.4, MITF act 36.1 and PKA-R2B act 3.4.
